Screening results from PubChem BioAssay.
PKA-R1A act: activates the PKA-R1A holoenzyme complex; PKA-R1A dissociation, Cy5-IP20 fluorescence polarization; scaled: DMSO 0%, 113 µM cGMP 100%; 0.083% of 340,000 active; activation, % at 11.4 µM; AID 504707;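 active = percent activation above the mean of all tested compounds plus 3 SD, cut at about 19% in these data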;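 note: higher means more PKAc released from R1A so a rise in polarization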
phage Ecoli inh: E. coli growth loss with phage present. growth absorbance. inhibition, % at 11.9 µM. 0.26% of 360,000 active. AID 651602; in the data active = inhibition above about 11%
MOR-DOR inv ag: inverse agonist of human OPRM1-OPRD1 heterodimerization. P35372+P41143. cell-based MOR-DOR heterodimer luminescence, inverse agonism. 0.21% of 340,000 active. inhibition, % at 9.3 µM; in the data active = inhibition above about 22%, passing the limit was not always enough;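 note: 0% = cells with DMSO and 100% = wells without cells with DMSO; values of inactives mirror those of a sister screen read the other way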
Target sequence (P35372 whole entry, looked up): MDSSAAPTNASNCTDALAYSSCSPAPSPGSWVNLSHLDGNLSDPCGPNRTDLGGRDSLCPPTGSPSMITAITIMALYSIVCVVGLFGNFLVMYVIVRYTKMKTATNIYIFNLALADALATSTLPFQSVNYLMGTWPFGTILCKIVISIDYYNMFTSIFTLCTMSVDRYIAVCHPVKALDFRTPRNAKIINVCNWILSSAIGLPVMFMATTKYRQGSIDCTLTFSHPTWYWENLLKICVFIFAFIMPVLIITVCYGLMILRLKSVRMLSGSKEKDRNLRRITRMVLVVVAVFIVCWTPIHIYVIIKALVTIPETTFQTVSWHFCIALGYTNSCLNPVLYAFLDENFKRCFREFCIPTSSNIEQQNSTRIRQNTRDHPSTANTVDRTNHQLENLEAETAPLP
Target sequence (P41143 whole entry, looked up): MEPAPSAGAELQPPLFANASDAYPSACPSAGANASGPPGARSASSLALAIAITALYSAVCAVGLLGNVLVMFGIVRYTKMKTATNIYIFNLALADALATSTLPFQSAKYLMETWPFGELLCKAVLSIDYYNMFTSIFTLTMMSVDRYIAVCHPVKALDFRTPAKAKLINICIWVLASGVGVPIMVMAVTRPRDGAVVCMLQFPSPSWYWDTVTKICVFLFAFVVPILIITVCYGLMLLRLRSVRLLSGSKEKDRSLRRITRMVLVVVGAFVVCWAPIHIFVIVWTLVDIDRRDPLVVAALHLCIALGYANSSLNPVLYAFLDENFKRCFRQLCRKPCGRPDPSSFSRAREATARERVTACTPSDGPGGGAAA
PfHsp90 yeast 2: reduces growth (ATP signal) of yeast expressing P. falciparum Hsp90 | inhibition, % at 9.4 µM | 0.32% of 310,000 active | AID 504621 | S. cerevisiae expressing PfHsp90, BacTiter-Glo ATP, 48 h; yeast lacking PDR1 and PDR3 efflux regulators;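 active = every replicate shows inhibition above about 80%, whatever the replicate mean, limit read from the data; inconclusive = mean inhibition reaches the set limit but some replicate falls short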;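 note: 0% = DMSO neutral controls and 100% = 20 µM radicicol positive controls; yeast relying on Plasmodium falciparum Hsp90 in place of its own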
Tat export inh: inhibitors of E. coli Tat protein transport. inhibition, % at 10 µM. AID 488895. E. coli MC4100 TorA-mCherry Tat export, fluorescence. 0.036% of 340,000 active;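 active = mean replicate inhibition at least 50% and at least half of replicates individually reaching 50%; inconclusive = only one of the two criteria met; inactive = neither criterion met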;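 note: exported cargo escapes ClpAP degradation while cytoplasmic cargo is degraded and loses fluorescence; 0% = median of neutral control wells and 100% = median of NaSCN control wells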
AddAB inh: less growth of phage-infected E. coli with AddAB. E. coli expressing H. pylori AddAB, absorbance growth. 0.29% of 330,000 active. AID 435030. inhibition, % at 11.9 µM; in the data active = inhibition above about 12%;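 note: 0% = vehicle wells of infected cells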
E coli growth: bacterial growth inhibition, counter-screen for AddAB inhibitors | E. coli V3065 growth, OD600 absorbance, 18 h | inhibition, % at 11.9 µM | 0.27% of 330,000 active | AID 449728;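 active = inhibition above the campaign's mean inhibition across all tested compounds plus 3 SD, cut at about 9.9% in these data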;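 note: uninfected addAB+ strain grown without phage in ampicillin broth; 0% = DMSO wells and 100% = ciprofloxacin 0.95 µg/ml wells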
OPRM1-OPRD1 ag: OPRM1-OPRD1 heterodimerization agonism. P35372+P41143. cells, luminescence. activation, % at 9.3 µM. 0.3% of 340,000 active; in the data active = activation above about 18%;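 note: 0% = vehicle-treated cells and 100% = reference agonist; values of inactives mirror those of a sister screen read the other way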
PKA-R2B act: activators of human PKA-R2B complex; PKA-R2B holoenzyme dissociation, Cy5-IP20 fluorescence polarization; R2B truncated from residue 108, S112A mutant; 0% DMSO only, 100% 113 µM cGMP; 0.079% of 340,000 active; AID 504700; activation, % at 11.4 µM;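 active = activation above a cutoff set at the mean over all compounds plus 3 SD, cut at about 18% in these data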;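 note: higher means more holoenzyme dissociation and a rise in polarization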
SUMO Mot1 rescue: blocks SUMOylation pathway, rescuing yeast Mot1-301 growth | growth rescue, % at 18.8 µM | S. cerevisiae Mot1-301 growth rescue, ATP luminescence, 38.5C; percent above DMSO median, 100 means doubled | AID 2716 | 1% of 320,000 active;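 active = every valid replicate shows activation above 250% relative to neutral control wells; inactive = the rest, any valid replicate at or below 250%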;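 note: OY570 slx delta 5 strain wells were the positive control but not used for scaling; some compounds called inactive have numbers as strong as hits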
HTR5A inv ctr: counter-screen for OPRM1-OPRD1 inverse agonists: human HTR5A inverse agonism; inhibition, % at 9.3 µM; AID 504634; 0.083% of 340,000 active; HTR5A cell line, luminescence; in the data active = inhibition mostly above about 23%, no sharp cut-off; inactive = mostly below about 18%;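 note: 0% = cells with DMSO and 100% = no-cell wells with DMSO; some compounds called inactive have numbers as strong as hits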
Target sequence (P47898 whole entry, looked up): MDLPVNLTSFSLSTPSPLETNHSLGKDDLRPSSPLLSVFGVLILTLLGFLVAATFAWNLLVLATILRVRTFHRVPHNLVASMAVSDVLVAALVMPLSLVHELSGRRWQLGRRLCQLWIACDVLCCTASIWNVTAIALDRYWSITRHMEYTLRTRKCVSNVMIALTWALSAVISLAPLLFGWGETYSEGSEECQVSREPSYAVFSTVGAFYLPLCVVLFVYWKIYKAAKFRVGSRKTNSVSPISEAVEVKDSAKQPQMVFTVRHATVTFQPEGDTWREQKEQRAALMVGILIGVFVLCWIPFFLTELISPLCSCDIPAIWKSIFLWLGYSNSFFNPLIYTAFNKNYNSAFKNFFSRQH
Active calls of the source: *. The order is random; about 2.2% have a hit in one of these screens.

`O=C1CC(c2ccc(O)cc2)Oc2ccccc21` (stereo not given) gave PKA-R1A act -4, phage Ecoli inh 1.7, MOR-DOR inv ag 9, PfHsp90 yeast 2 7, Tat export inh -4, AddAB inh 3.4, E coli growth 0.7, OPRM1-OPRD1 ag -2.3, PKA-R2B act 2, SUMO Mot1 rescue -40 and HTR5A inv ctr 6.
`O=C(COn1nnc2ccc(C(F)(F)F)cc21)Nc1c(Cl)cccc1Cl` gave PKA-R1A act 4, phage Ecoli inh 5.7, MOR-DOR inv ag 7, PfHsp90 yeast 2 13, Tat export inh -7, AddAB inh 2.1, E coli growth 1.1, OPRM1-OPRD1 ag -1.3, PKA-R2B act 8, SUMO Mot1 rescue 1 and HTR5A inv ctr 21.
For COc1ccc(Nc2nc(-c3ccccc3)nc3ccccc23)c(OC)c1 the results were PKA-R1A act -1, phage Ecoli inh 0.7, MOR-DOR inv ag -15, PfHsp90 yeast 2 12, Tat export inh 13, AddAB inh 1.0, E coli growth -5.0, OPRM1-OPRD1 ag 3.0, PKA-R2B act -6, SUMO Mot1 rescue -14 and HTR5A inv ctr -10.
`Clc1ccc(C[n+]2cc(-c3ccccc3)n3c2CCCCC3)c(Cl)c1` gave PKA-R1A act -4, phage Ecoli inh 2.8, MOR-DOR inv ag -19, PfHsp90 yeast 2 12, Tat export inh 3, AddAB inh 1.1, E coli growth 1.2, OPRM1-OPRD1 ag 3.5, PKA-R2B act -4, SUMO Mot1 rescue -16 and HTR5A inv ctr 20.
For O=C(NCc1cccnc1)c1cccc(-c2cc3ccccc3oc2=O)c1 the results were PKA-R1A act -2, phage Ecoli inh 3.4, MOR-DOR inv ag 23, PfHsp90 yeast 2 -13, Tat export inh inconclusive, AddAB inh 4.7, E coli growth 1.6, OPRM1-OPRD1 ag -4.5, PKA-R2B act 3 and HTR5A inv ctr 13.
For COc1ccc(Cc2nnc(SCC(=O)N(C)CC(=O)Nc3ccc(C)cc3)o2)cc1 the results were PKA-R1A act 9, phage Ecoli inh 0.5, MOR-DOR inv ag 5, PfHsp90 yeast 2 9, Tat export inh -1, AddAB inh 1.6, E coli growth -0.3, OPRM1-OPRD1 ag -0.8, PKA-R2B act -14, SUMO Mot1 rescue -3 and HTR5A inv ctr 1.
CCOC(=O)C1=C(COC(=O)/C=C/c2ccc(SC)cc2)NC(=O)NC1C (stereo not given) was read as PKA-R1A act -4, phage Ecoli inh 2.9, MOR-DOR inv ag -4, Tat export inh -7, AddAB inh 4.4, E coli growth -0.6, OPRM1-OPRD1 ag 0.7, PKA-R2B act -14, SUMO Mot1 rescue -3 and HTR5A inv ctr -18.
For CC(=O)N1CCc2c(sc(NC(=O)Cc3ccc(F)cc3)c2C#N)C1 the results were PKA-R1A act -20, phage Ecoli inh 2.8, MOR-DOR inv ag 27, PfHsp90 yeast 2 -4, Tat export inh 0, AddAB inh 1.9, E coli growth 1.9, OPRM1-OPRD1 ag -5.2, PKA-R2B act -4, SUMO Mot1 rescue -17 and HTR5A inv ctr 25.
Screening COc1ccc(C)cc1NC(=O)Nc1cccc(C(=O)O)c1 returned PKA-R1A act -6, phage Ecoli inh 3.8, MOR-DOR inv ag 10, PfHsp90 yeast 2 13, Tat export inh -7, AddAB inh 1.9, E coli growth -3.1, OPRM1-OPRD1 ag -1.8, PKA-R2B act -5, SUMO Mot1 rescue -10 and HTR5A inv ctr -4.
Screening COc1ccc(NC(=S)N(Cc2ccc(C(=O)O)cc2)Cc2ccc(OC)c(OC)c2)cc1 returned PKA-R1A act -16, phage Ecoli inh 4.0, MOR-DOR inv ag 4, PfHsp90 yeast 2 14, Tat export inh -4, AddAB inh 1.7, E coli growth 0.6, OPRM1-OPRD1 ag -0.7, PKA-R2B act -3, SUMO Mot1 rescue -8 and HTR5A inv ctr 19.
`O=C(N/N=C/c1cccs1)c1ccccn1` gave PKA-R1A act -6, phage Ecoli inh -1.4, MOR-DOR inv ag -16, Tat export inh -12, AddAB inh 2.1, E coli growth -0.4, OPRM1-OPRD1 ag 2.7, PKA-R2B act 8, SUMO Mot1 rescue 16 and HTR5A inv ctr 0.
For Cn1c(=O)c([N+](=O)[O-])c(Cl)c2ccccc21 the results were PKA-R1A act -10, phage Ecoli inh 1.8, MOR-DOR inv ag 37*, Tat export inh -3, OPRM1-OPRD1 ag -7.7, PKA-R2B act -3 and HTR5A inv ctr 13.
`CC(=O)n1cc(Nc2ccccc2C(=O)O)c2ccccc21` gave PKA-R1A act 0, phage Ecoli inh 0.5, MOR-DOR inv ag 28, PfHsp90 yeast 2 2, Tat export inh -1, AddAB inh 3.3, E coli growth -1.6, OPRM1-OPRD1 ag -6.1, PKA-R2B act 2, SUMO Mot1 rescue 9 and HTR5A inv ctr 7.
`CC(C)(C)NC(=O)C(=O)NNC(=O)c1ccco1` gave PKA-R1A act -15, phage Ecoli inh 5.2, MOR-DOR inv ag -6, PfHsp90 yeast 2 -4, Tat export inh 3, AddAB inh 2.7, E coli growth 0.7, OPRM1-OPRD1 ag 1.1, PKA-R2B act -11, SUMO Mot1 rescue -19 and HTR5A inv ctr -16.
Screening Cc1ccn2c(CNCCn3cccn3)c(C(=O)N3CCCCCC3)nc2c1 returned PKA-R1A act -5, phage Ecoli inh 3.7, MOR-DOR inv ag 2, PfHsp90 yeast 2 2, Tat export inh 3, AddAB inh 1.2, E coli growth 0.6, OPRM1-OPRD1 ag -0.3, PKA-R2B act -4, SUMO Mot1 rescue -6 and HTR5A inv ctr -12.
For Cc1ccc(-c2nn(-c3ccc(F)cc3)cc2C(=O)N2CCN(C3CCS(=O)(=O)C3)CC2)cc1 (stereo not given) the results were PKA-R1A act -2, phage Ecoli inh 1.5, MOR-DOR inv ag 11, PfHsp90 yeast 2 -12, Tat export inh 2, AddAB inh 1.7, E coli growth 1.4, OPRM1-OPRD1 ag -2.6, PKA-R2B act -7, SUMO Mot1 rescue -6 and HTR5A inv ctr 13.
Cc1csc(NC(=O)COCC(=O)O)c1-c1nc2ccccc2s1 was read as phage Ecoli inh 5.0, PfHsp90 yeast 2 33, Tat export inh 4, AddAB inh 0.8, E coli growth 0.9 and SUMO Mot1 rescue 8.
COc1cc(OC)cc(C(=O)N[C@H](C(=O)Nc2nc3ccc(S(C)(=O)=O)cc3s2)C(C)C)c1 was read as PKA-R1A act -17, phage Ecoli inh 5.0, MOR-DOR inv ag 17, PfHsp90 yeast 2 -39, Tat export inh 1, AddAB inh 2.8, E coli growth 1.6, OPRM1-OPRD1 ag -3.3, PKA-R2B act 5, SUMO Mot1 rescue -6 and HTR5A inv ctr 10.
`O=C(NC1CCCCC1)N(Cc1nc2ccccc2c(=O)[nH]1)C1CCCC1` gave PKA-R1A act 3, phage Ecoli inh 0.6, MOR-DOR inv ag 18, PfHsp90 yeast 2 4, Tat export inh 0, AddAB inh 2.4, E coli growth -2.3, OPRM1-OPRD1 ag -3.4, PKA-R2B act -6, SUMO Mot1 rescue -6 and HTR5A inv ctr 15.
Screening COc1ccc(C2=[N+]([O-])C(C)(C)N(O)C2C)cc1 (stereo not given) returned PKA-R1A act 3, phage Ecoli inh 3.0, MOR-DOR inv ag -15, PfHsp90 yeast 2 -3, Tat export inh 3, AddAB inh 1.6, E coli growth 0.1, OPRM1-OPRD1 ag 2.7, PKA-R2B act 6, SUMO Mot1 rescue -11 and HTR5A inv ctr -28.
`O=C(CCNC(=O)c1ccco1)NCCc1ccc(Cl)cc1` gave PKA-R1A act -3, phage Ecoli inh 2.6, MOR-DOR inv ag 4, PfHsp90 yeast 2 4, Tat export inh 6, OPRM1-OPRD1 ag -0.7, PKA-R2B act -13, SUMO Mot1 rescue -18 and HTR5A inv ctr -24.
CCOc1cc(/C=C2\C(=O)N(c3cccc(C(F)(F)F)c3)C(=O)c3ccccc32)ccc1O was read as PKA-R1A act -10, phage Ecoli inh 1.8, MOR-DOR inv ag 8, PfHsp90 yeast 2 3, Tat export inh -11, AddAB inh 5.3, E coli growth -0.3, OPRM1-OPRD1 ag -1.6, PKA-R2B act -3, SUMO Mot1 rescue -3 and HTR5A inv ctr 5.
For O=C(C1CCCC1)N1CCN=C1SCc1cccc([N+](=O)[O-])c1 the results were PKA-R1A act 3, phage Ecoli inh 0.1, MOR-DOR inv ag 1, PfHsp90 yeast 2 -11, Tat export inh -4, AddAB inh -2.1, E coli growth -0.2, OPRM1-OPRD1 ag -0.2, PKA-R2B act 1, SUMO Mot1 rescue 17 and HTR5A inv ctr -11.
Screening CC(C)(C)NC(=O)CSc1nc(O)cc(=O)n1-c1ccccc1F returned PKA-R1A act 1, phage Ecoli inh 3.3, MOR-DOR inv ag 8, PfHsp90 yeast 2 -7, Tat export inh -5, AddAB inh 0.1, E coli growth -1.1, OPRM1-OPRD1 ag -1.3, PKA-R2B act -6, SUMO Mot1 rescue 6 and HTR5A inv ctr 9.
Screening Cc1ccc(O)c(C(=O)c2coc(=N)c(C(=O)NC(C)C)c2)c1 returned PKA-R1A act 5, phage Ecoli inh 2.1, MOR-DOR inv ag 8, PfHsp90 yeast 2 -10, Tat export inh inconclusive, AddAB inh 3.6, E coli growth 0.0, OPRM1-OPRD1 ag -1.7, PKA-R2B act -8, SUMO Mot1 rescue -9 and HTR5A inv ctr 1.
Screening Cc1ccc(S(=O)(=O)NNC(=S)NCCc2ccccc2)cc1 returned PKA-R1A act -9, phage Ecoli inh 1.7, MOR-DOR inv ag 17, PfHsp90 yeast 2 -17, Tat export inh 9, AddAB inh 1.9, E coli growth 2.7, OPRM1-OPRD1 ag -3.4, PKA-R2B act -16, SUMO Mot1 rescue -1 and HTR5A inv ctr 30.
`COC(=O)c1cnc2c(C(F)(F)F)cccc2c1OC` gave PKA-R1A act -1, phage Ecoli inh 1.0, MOR-DOR inv ag -4, PfHsp90 yeast 2 -9, Tat export inh 11, AddAB inh 2.0, E coli growth -1.4, OPRM1-OPRD1 ag 0.7, PKA-R2B act 7, SUMO Mot1 rescue -4 and HTR5A inv ctr 5.
COc1cc(Br)c(CN2C(=O)NC3(CCCCCC3)C2=O)cc1OC was read as PKA-R1A act -2, phage Ecoli inh 1.1, MOR-DOR inv ag 5, PfHsp90 yeast 2 -9, Tat export inh 4, AddAB inh 2.4, E coli growth 1.5, OPRM1-OPRD1 ag -0.9, PKA-R2B act 0, SUMO Mot1 rescue -4 and HTR5A inv ctr -7.
`Cc1c(N=C2C=C(Br)C(=O)C(Br)=C2)c(=O)n(-c2ccccc2)n1C` gave PKA-R1A act -5, phage Ecoli inh 2.8, MOR-DOR inv ag -26, PfHsp90 yeast 2 12, Tat export inh 12, OPRM1-OPRD1 ag 4.6, PKA-R2B act 2 and HTR5A inv ctr -2.
Screening Cc1ccc(CNC(=O)CN(C)S(=O)(=O)c2cccc3nsnc23)cc1 returned PKA-R1A act -13, phage Ecoli inh 1.4, MOR-DOR inv ag 16, PfHsp90 yeast 2 -4, Tat export inh 2, AddAB inh 2.8, E coli growth -2.8, OPRM1-OPRD1 ag -3.2, PKA-R2B act -4, SUMO Mot1 rescue -20 and HTR5A inv ctr -16.
O=C(CSc1nnnn1C1CCCCC1)Nc1ccccc1N1CCOCC1 was read as PKA-R1A act -13, phage Ecoli inh 3.2, MOR-DOR inv ag 11, PfHsp90 yeast 2 -7, Tat export inh -6, AddAB inh 2.2, E coli growth 1.9, OPRM1-OPRD1 ag -2.3, PKA-R2B act 1, SUMO Mot1 rescue 7 and HTR5A inv ctr 5.
